Bioassay records deposited in PubChem BioAssay by several laboratories.
BioA inh – M. tuberculosis BioA enzyme inhibitors, primary screen, biochemical, plate reader, single point, HTS; 7,8-diaminopelargonic acid synthase BioA (Mycobacterium tuberculosis); purified M. tuberculosis BioA enzyme; inhibition, % at 9.99 µM; 0.096% of 360,000 active; AID 602481, 2012; in the data active means inhibition above about 40%; inconclusive means no clear call, values can overlap the other calls
Mtb UGM inh – M. tuberculosis UGM enzyme inhibitors, primary screen, biochemical, fluorescence polarization, single point; UDP-galactopyranose mutase (Mycobacterium tuberculosis (strain ATCC 25618 / H37Rv)), …; 0.06% of 320,000 active; purified UGM, fluorescence polarization probe displacement; inhibition, % at 10 µM; AID 504406, 2011; in the data active means inhibition above about 10%, passing the limit was not always enough; inconclusive means no clear call, values can overlap the other calls
Target sequence (P9WIQ1 whole entry, looked up): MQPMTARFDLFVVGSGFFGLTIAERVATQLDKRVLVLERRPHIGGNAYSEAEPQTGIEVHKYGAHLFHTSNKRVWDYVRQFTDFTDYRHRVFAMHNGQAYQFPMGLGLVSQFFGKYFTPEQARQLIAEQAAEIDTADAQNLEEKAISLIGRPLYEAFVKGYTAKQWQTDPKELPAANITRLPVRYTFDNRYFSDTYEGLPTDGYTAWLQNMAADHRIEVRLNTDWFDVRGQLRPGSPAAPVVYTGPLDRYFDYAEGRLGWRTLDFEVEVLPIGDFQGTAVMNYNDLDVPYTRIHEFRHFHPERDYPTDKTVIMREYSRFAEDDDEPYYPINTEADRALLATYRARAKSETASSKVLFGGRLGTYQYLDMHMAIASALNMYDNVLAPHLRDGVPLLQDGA
MazF activator – activators of E. coli MazEF toxin-antitoxin RNase, primary screen, biochemical, fluorescence, uHTS; AID 504720, 2011; FAM/BHQ RNA-DNA oligo cleavage fluorescence, 5 h; Endoribonuclease toxin MazF (Escherichia coli (strain K12)), P0AE70; 0.32% of 350,000 active; activation, % at 20 µM; in the data active means activation above about 50%
Target sequence (P0AE70 whole entry, looked up): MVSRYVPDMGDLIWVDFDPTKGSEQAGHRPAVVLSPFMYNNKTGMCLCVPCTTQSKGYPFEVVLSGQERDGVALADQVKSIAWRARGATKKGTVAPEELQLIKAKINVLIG
PrPC TRFRET – inhibitors of human cell surface prion protein PrPC, primary screen, cell-based, TR-FRET; TR-FRET read-out; inhibition, % at 13.8 µM; 0.43% of 370,000 active; in the data active means inhibition above about 24%; further: 0% = median of the test wells and 100% = reference compound wells
FBA Mtb inh – Mtb FBA enzyme inhibitors, primary screen, biochemical, fluorescence, strain H37Rv; 2.3% of 360,000 active; inhibition, % at 1 µM; Fructose-bisphosphate aldolase (Mycobacterium tuberculosis (strain ATCC 25618 / H37Rv)), …; purified M. tuberculosis FBA, fluorescence read-out; AID 588726, 2011; in the data active means inhibition above about 27%;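 further: 0% = vehicle and 100% = reference inhibitor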
Target sequence (P9WQA3 whole entry, looked up): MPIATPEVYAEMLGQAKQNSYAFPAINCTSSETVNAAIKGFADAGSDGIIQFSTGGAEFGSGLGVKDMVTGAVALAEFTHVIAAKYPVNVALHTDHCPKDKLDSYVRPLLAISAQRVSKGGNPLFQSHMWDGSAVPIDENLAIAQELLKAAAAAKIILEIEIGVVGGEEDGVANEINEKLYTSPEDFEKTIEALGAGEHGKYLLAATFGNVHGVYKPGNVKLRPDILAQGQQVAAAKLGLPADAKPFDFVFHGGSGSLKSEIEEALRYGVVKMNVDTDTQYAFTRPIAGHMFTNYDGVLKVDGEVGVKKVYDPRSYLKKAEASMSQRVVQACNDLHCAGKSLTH
Rv3671c inh – Rv3671c serine protease inhibitors, primary screen, biochemical, fluorescence polarization, M. tuberculosis H37Rv; P9WHR9; inhibition, % at 5.96 µM; 0.048% of 320,000 active; AID 2606, 2010; in the data active means inhibition above about 38%;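 further: extracellular domain of Rv3671c used as enzyme; 0% = enzyme with DMSO and 100% = no enzyme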
BoNT F protease – BoNT/F light chain protease inhibitors, primary screen, biochemical, flow cytometry, MLPCN library | Botulinum neurotoxin type F light chain protease (Clostridium botulinum) | inhibition, % at 10 µM | 0.22% of 360,000 active | Multiplex microsphere protease cleavage assay | AID 588497, 2011; in the data active means inhibition above about 35%, passing the limit was not always enough; inconclusive means no clear call, values can overlap the other calls; further: plate controls were buffer without enzyme for full effect and enzyme alone for no effect
GDH-TPI counter – GDH-TPI coupling enzyme inhibitors, primary screen, artefact control for M. tuberculosis FBA inhibitor project, biochemical, absorbance, full deck | GDH-TPI coupled enzyme counterscreen, NADH absorbance | inhibition, % at 4.8 µM | 1.2% of 360,000 active | AID 588335, 2011; in the data active means inhibition above about 30%;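 further: 0% = DMSO wells and 100% = wells lacking the enzyme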
FadD28 FP inh – inhibitors of FadD28 bisubstrate probe binding, primary screen, biochemical, fluorescence polarization, single point; inhibition, % at 12.5 µM; 0.22% of 360,000 active; in the data active means inhibition above about 8.5%, passing the limit was not always enough; inconclusive means no clear call, values can overlap the other calls
Numbers without * were called inactive; ? = inconclusive; . = no result given.

SMILES	BioA inh	Mtb UGM inh	MazF activator	PrPC TRFRET	FBA Mtb inh	Rv3671c inh	BoNT F protease	GDH-TPI counter	FadD28 FP inh
O=C(c1cnsn1)N1CCC(CO)(Cc2ccc(Cl)cc2)CC1	2.9	-0.6	9	2	-1	0	0	-3	-1.9
CCC(C)N(C(=O)COc1ccc(Cl)c2cccnc12)C1CCS(=O)(=O)C1 (stereo unspecified)	-0.6	-1.3	10	-5	9	-1	4	14	0.1
CCC(c1nnnn1C1CCCCC1)N1CCC2(CC1)C(=O)NCN2c1ccccc1 (stereo unspecified)	2.8	.	.	-9	1	.	-1	.	-2.5
CC1CC(C)CN(C(=O)CCC(=O)Nc2nnc(C(C)C)s2)C1 (stereo unspecified)	.	-0.9	0	-5	3	9	2	8	-3.0
O=C(NC(=S)NC1CCCCC1)c1ccc(Cl)cc1	-2.4	-0.4	-3	8	0	2	3	-2	-1.8
CCOC(=O)Cn1cc(-c2ccccc2)nn1	.	-1.4	-1	-2	-4	4	-8	-1	-2.5
O=C(N/N=C/C=C/c1ccco1)c1ccncc1	-1.1	1.2	10	-2	4	6	.	24	-0.1
Cn1c(=O)[nH]c(=O)c2c1nc(N1CCCCC1)n2CCCSc1nnnn1-c1ccccc1	-0.2	0.7	5	-2	4	-6	-8	-5	-0.9
CCOC(=O)c1cc(NC(=O)Nc2ccccn2)c(C)nc1C	.	0.6	-7	-9	-2	-7	-4	9	-3.6
Cc1cccc(OCC(=O)N/N=C/c2cn[nH]c2-c2ccc(Cl)c(Cl)c2)c1	-6.4	0.4	-26	3	1	-36	6	-1	0.8
CCn1c2ccccc2c2cc(NC(=O)COc3ccc(OC)cc3)ccc21	-7.1	-1.6	1	12	0	-1	-10	12	-0.7
NC(=O)Cc1ccc(C(=O)c2ccccc2)s1	0.2	1.3	-3	-8	0	0	4	4	0.9
C=CCNC(=S)N/N=C/c1ccc(C(F)(F)F)cc1	.	0.9	6	8	-5	-6	-2	-2	-3.5
C[C@@]12C(=O)Nc3ccc(Cl)cc3C(=O)N1[C@H]1c3ccccc3OC[C@@H]1[C@@H]2c1ccccc1	-0.3	-1.4	-10	.	4	-64	-6	2	-2.9
CCCCN(C(=O)c1ccc2c(c1)OCCO2)c1c(N)n(CC(C)C)c(=O)[nH]c1=O	.	.	1	-1	-1	6	3	0	-2.3
O=C1NC[C@H](Cc2ccccc2)N(CC2CCCCC2)C1=O	-1.0	2.0	-2	-7	0	-4	-1	7	-2.3
Cc1ccc(-n2c(SCC(N)=O)nc3c([nH]c4ccccc43)c2=O)cc1	0.7	-0.8	9	6	4	2	-8	18	-0.1
CC1(C)CC(NC(=O)c2ccc(Cl)cc2Cl)CC(C)(C)N1	-0.6	-1.9	3	-3	5	5	?	10	-2.4
CC(C)NC(=O)[C@@H]1C[C@@]1(C)[C@@H](NC(=O)OCc1ccccc1)c1ccccc1	0.0	-3.2	0	-3	1	4	0	13	-0.1
O=C(Nc1nccs1)C1(S(=O)(=O)c2ccc(Cl)cc2)CC1	-0.7	-0.5	1	9	1	-5	-5	5	0.2
O=C(NC1CCCCC1)C(c1cccnc1)N(CCc1ccccc1)C(=O)Cc1cccs1 (stereo unspecified)	.	0.0	-3	-1	1	-2	-7	12	1.2
COc1ccc(CCNC(=O)CN2CCCc3ccccc32)cc1OC	-1.9	-1.3	-7	-3	2	16	-16	-8	-2.2
COc1cccc(NC(=O)CNC(=O)c2ccccc2)c1	-1.8	0.7	-6	10	3	3	-6	6	-1.3
Cc1cccc(N2C(=O)CC(Sc3ccccc3C(=O)O)C2=O)c1 (stereo unspecified)	-1.9	1.0	4	-2	-2	-7	-4	-1	-0.9
Cc1nc(N2CCN(c3ccccn3)CC2)c2c(C)c(C(=O)Nc3c(C)cc(Br)cc3C)sc2n1	-4.0	-0.8	-33	-2	3	-8	4	8	0.3
NC(=O)/C=C\C(=O)Nc1cccc(C(F)(F)F)c1	-1.3	-1.2	7	-6	1	-10	11	5	-0.9
CCOC(=O)[C@@H]1[C@H]2COc3ccccc3[C@H]2N2C(=O)N(c3ccccc3)C(=O)[C@]12C	1.9	0.3	2	.	4	-13	-14	5	-2.6
Nc1cc(=O)[nH]c(=O)n1-c1cccc(F)c1	.	1.8	5	4	-2	2	-4	1	-4.3
CC(=O)C1=C(O)C(=O)N(c2cccc(C(=O)O)c2)C1c1ccccc1F (stereo unspecified)	0.6	.	3	0	0	.	3	12	-0.1
CCCCCn1c(CN2CC(C)OC(C)C2)nc2c1c(=O)n(C)c(=O)n2C (stereo unspecified)	-0.6	-0.6	10	3	0	2	-1	11	-2.2
S=C(Nc1ccccc1)NC1CCN(Cc2ccccc2)CC1	.	-0.7	9	-15	-2	-1	0	6	0.0
Cc1oc2cc3oc(=O)c(CCC(=O)NC4CC4)c(C)c3cc2c1C	-0.2	0.0	3	3	9	-6	-7	11	-0.7
COc1ccc(-n2ncc(Cl)c(Cl)c2=O)cc1	.	.	5	-25	-4	.	6	3	-3.8
Cn1cc(CN2CCCC(C(=O)c3cccs3)C2)c(-c2cccc(Cl)c2)n1 (stereo unspecified)	4.0	1.8	-1	-8	-3	4	-5	11	-3.6
CC(C1=C(CCN(C)C)Cc2ccccc21)c1ccccn1 (stereo unspecified)	.	.	11	1	-2	.	-6	4	-2.9
COc1ccccc1N(C)S(=O)(=O)c1ccc(C(=O)NC2=NCCS2)cc1	-0.9	-2.0	-8	-1	-4	3	9	6	-1.3

Sorted by SMILES length (rising): some entries from above.
SMILES	BioA inh	Mtb UGM inh	MazF activator	PrPC TRFRET	FBA Mtb inh	Rv3671c inh	BoNT F protease	GDH-TPI counter	FadD28 FP inh
COc1ccc(-n2ncc(Cl)c(Cl)c2=O)cc1	.	.	5	-25	-4	.	6	3	-3.8
Nc1cc(=O)[nH]c(=O)n1-c1cccc(F)c1	.	1.8	5	4	-2	2	-4	1	-4.3
COc1cccc(NC(=O)CNC(=O)c2ccccc2)c1	-1.8	0.7	-6	10	3	3	-6	6	-1.3
S=C(Nc1ccccc1)NC1CCN(Cc2ccccc2)CC1	.	-0.7	9	-15	-2	-1	0	6	0.0
NC(=O)/C=C\C(=O)Nc1cccc(C(F)(F)F)c1	-1.3	-1.2	7	-6	1	-10	11	5	-0.9
COc1ccc(CCNC(=O)CN2CCCc3ccccc32)cc1OC	-1.9	-1.3	-7	-3	2	16	-16	-8	-2.2
O=C(Nc1nccs1)C1(S(=O)(=O)c2ccc(Cl)cc2)CC1	-0.7	-0.5	1	9	1	-5	-5	5	0.2
Cc1oc2cc3oc(=O)c(CCC(=O)NC4CC4)c(C)c3cc2c1C	-0.2	0.0	3	3	9	-6	-7	11	-0.7
COc1ccccc1N(C)S(=O)(=O)c1ccc(C(=O)NC2=NCCS2)cc1	-0.9	-2.0	-8	-1	-4	3	9	6	-1.3
CC(=O)C1=C(O)C(=O)N(c2cccc(C(=O)O)c2)C1c1ccccc1F (stereo unspecified)	0.6	.	3	0	0	.	3	12	-0.1
O=C(NC1CCCCC1)C(c1cccnc1)N(CCc1ccccc1)C(=O)Cc1cccs1 (stereo unspecified)	.	0.0	-3	-1	1	-2	-7	12	1.2
Cc1nc(N2CCN(c3ccccn3)CC2)c2c(C)c(C(=O)Nc3c(C)cc(Br)cc3C)sc2n1	-4.0	-0.8	-33	-2	3	-8	4	8	0.3
CCOC(=O)[C@@H]1[C@H]2COc3ccccc3[C@H]2N2C(=O)N(c3ccccc3)C(=O)[C@]12C	1.9	0.3	2	.	4	-13	-14	5	-2.6

(further entries)
SMILES	BioA inh	Mtb UGM inh	MazF activator	PrPC TRFRET	FBA Mtb inh	Rv3671c inh	BoNT F protease	GDH-TPI counter	FadD28 FP inh
Cc1sc2nc(CSCC(=O)N(C)CC(=O)Nc3ccc(F)cc3)[nH]c(=O)c2c1C	-1.2	-0.4	-5	2	-2	7	10	5	-1.6
O=C(CNS(=O)(=O)c1ccc2ccccc2c1)Nc1ccc(F)c(F)c1F	-0.5	-1.1	12	4	2	2	.	-4	0.5
Cc1ccc(-n2c(O)c(/C=N/Nc3ccccc3)c(=O)[nH]c2=O)cc1C	.	1.8	4	-5	.	1	.	.	.
CCN1C/C(=C/c2cccc([N+](=O)[O-])c2)C(=O)/C(=C/c2cccc([N+](=O)[O-])c2)C1	0.2	-0.3	-6	-13	-1	1	0	30	-0.7
CO[C@@H]1C=CC23c4cc5c(cc4CO[C@]2(O)CN(C)[C@H]3C1)OCO5 (stereo partly specified)	0.3	-1.8	-9	-3	6	5	10	2	-0.5
COCCCNC(=O)CCSc1ccc(C)cc1	.	1.2	0	-4	6	0	-1	-1	-0.5
CCOC(=O)NC1(C(F)(F)F)N=C(c2ccccc2)NC1=O (stereo unspecified)	-0.9	1.0	-6	-3	0	-8	-17	1	-1.6
CCN1CCN(c2ccccc2NC(=O)c2ccc(-n3cccn3)cc2)CC1	-0.5	3.4	2	-8	-3	-9	-11	0	-3.1
C=C(C)CSc1nnc([C@@H](N)Cc2c[nH]c3ccccc23)o1	0.1	0.8	-3	3	-2	8	-6	-7	-4.3
CN(C)c1ccc(NC(=S)NC(=O)/C=C/c2ccc(Cl)cc2)cc1	-0.7	2.6	7	-3	10	2	-8	7	-0.2
Cc1ccc(C)c(NC(=O)COC(=O)c2c(C)nn(-c3ccccc3)c2C)c1	0.2	3.0	2	-1	1	-1	2	8	-2.0
CCOc1ccccc1OCC(=O)Nc1ccccc1C(=O)NC1CC1	-1.2	0.9	3	-2	-1	11	?	-1	-4.0
O=[N+]([O-])c1ccc(Nc2ccccc2O)c([N+](=O)[O-])c1	0.7	.	-16	-36	-6	.	12	18	-0.2
Cc1ccccc1C(=O)Nc1nnc(CC(=O)N/N=C/c2ccco2)s1	.	5.1	-7	3	-1	3	-9	9	-2.7
Cc1ccnc(NC(=O)CCC(=O)N(CC(=O)NCc2ccc(F)cc2)Cc2ccco2)c1	-0.7	3.7	4	15	-1	16	4	-1	-0.9
CN(CC(=O)Nc1ccc(Cl)c(Cl)c1)C(=O)C12CC3CC(CC(C3)C1)C2	.	2.6	6	6	2	3	-2	-2	-5.6
O=C(CNC(=O)COc1ccccc1)NCCN1CCOCC1	-6.1	.	2	-1	-1	-4	-2	3	-1.1
CC(C)(C)C1CCC(=NNC(=O)c2ccco2)CC1 (stereo unspecified)	-2.8	3.0	-6	-5	-1	-4	-4	6	-1.5
CSc1nc(-c2ccccc2)nc2c1COC(C)(C)C2	-0.5	-0.9	1	-5	2	-3	4	1	-3.8
O=C(N/N=C/c1ccc([N+](=O)[O-])s1)c1ccncc1	-0.9	-1.4	5	.	-6	-6	-6	14	-0.6
